# Screening data from PubChem BioAssay.
# TGFb SMAD3 inh: TGF-b pathway inhibition. HepG2 CAGA-GFP TGF-b/SMAD3 reporter, GFP fluorescence, 18 h; TGF-beta stimulated, 500 pg/mL final. Potency, µM (doses to about 46.1 µM), inactives show at the highest dose activity, negative = inhibition, most hits filed as inhibitors. 1.2% of 410,000 active; also: potency is read from the fitted curve at half-maximal effect; % is scaled to controls: 0 for no effect and ±100 for the full control effect; nearly all actives have a fitted effect of over 65% in size
#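 HEPG2 CAGA-GFP, 1000 cells/well; 2 h settle, 37 C; cpd via pin tool; TGF-b 500 pg/mL final; 18 h, 37 C; GFP imaging ex488/em500-530; %Activity normalised to -TGF-b and +DMSO controls; CRC fit, curve class.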
# Akt phos inh: blocks phosphorylation of Akt. activity change, % for hits at 50 µM. 0.32% of 360,000 active. Neuro2A IGF-stimulated pAkt S473 HTRF, 20 min; hits give low values. AID 651550; in the data active = activity change below about -80%; inconclusive = mostly about -51% to -80%; also: % is scaled to controls: 0 for no effect and ±100 for the full control effect
#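 Neuro2A cells (4,500/well, DMEM with 0.5% FBS) were treated with compound at a single 50 µM final concentration, stimulated with 6 nM IGF for 20 min at 37 °C, and lysed. Phospho-Akt Ser473 was read by HTRF as 665/615 ratio ×10^4.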
# A549 viability: kills or reduces viability of A549 cells in Nrf2 counter-screen. Potency, µM (top dose mostly 46 µM), without a hit: at the highest dose activity change, negative = cytotoxicity, usual class: inhibitors. 0.16% of 390,000 active. A549 ARE-Fluc cells, CellTiter-Fluor viability, 18-24 h; also: potency is read from the fitted curve at half-maximal effect; % is scaled to controls: 0 for no effect and ±100 for the full control effect
#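 A549 ARE-Fluc cells in 5% FBS OPTI-MEM, 5000 cells/well, rested 2 h then exposed to compounds in concentration-response for 18-24 h at 37 °C. Viability by CellTiter-Fluor fluorescence (Ex 405/Em 525) after 30 min; luciferase luminescence (BugLite, 15 min, RT) read afterwards.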
# HepG2 tox: HepG2 cytotoxicity, counter-screen for TGF-b inhibitors. Potency, µM (top dose mostly 46.1 µM), without a hit: at the top dose activity change, negative = cytotoxicity, usual class: cytotoxic. HepG2 CAGA-GFP viability, ATP luminescence, 18 h. AID 588856. 0.76% of 410,000 active; also: potency is read from the fitted curve at half-maximal effect; some results filed as inactive show a strong effect at the top dose
#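 CellTiter-Glo luminescence gave cytotoxicity after 18 hours at 37 degrees C. The cells were HepG2 CAGA-GFP in 1% FBS DMEM, stimulated with 500 pg/mL TGF-beta after compound addition. %Activity was normalised to no-cell wells (complete cell-killing) and DMSO (no toxicity), and curves were fitted and classified.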
# Nrf2 inh: blocks Nrf2 signaling; 2.1% of 360,000 active; AID 504444; Potency, µM (titrated, usually from 46 µM), inactives show at the highest dose activity change, negative = inhibition, usual class: inhibitors; A549 ARE-Fluc reporter, luciferase luminescence, 18-24 h; also: potency is read from the fitted curve at half-maximal effect; % is scaled to controls: 0 for no effect and ±100 for the full control effect; nearly all actives have a fitted effect of over 60% in size
#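 Two sequential reads on A549 ARE_Fluc cells exposed to compound for 18-24 h: a CellTiter-Fluor fluorescence read for viability, then a luciferase luminescence read for Nrf2/ARE activity.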
# Nrf2 activator: activators of Nrf2 (ARE) signaling | Potency, µM (titrated, usually from 46.1 µM), inactives show at the highest dose activation, most hits filed as activators | AREc32 ARE-luciferase reporter (MCF7-derived line), luminescence, 24 h | AID 624171 | 0.31% of 410,000 active; also: potency is read from the fitted curve at half-maximal effect; % of control where 0% means no effect; nearly all actives have a fitted effect of over 65% in size
#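 AREc32_Fluc, 1000 cells/well, OPTI-MEM + 5% FBS, o/n 37 deg C 5% CO2; 23 nL cpd by pin tool, 24 hr; Steady-Glo 30 min RT, luminescence.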
# Mm-Cpn inhibitor: inhibitors of Methanococcus maripaludis chaperonin (MmCpn) | purified Mm-Cpn ATPase, ADP Transcreener TR-FRET | Potency, µM (series often up to 76.9 µM), inactives show top-dose activity, negative = inhibition, most hits filed as inhibitors | 0.031% of 330,000 active; also: potency is read from the fitted curve at half-maximal effect; % is scaled to controls: 0 for no effect and ±100 for the full control effect; nearly all actives have a fitted effect of over 80% in size
#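 TR-FRET (320 nm excitation; 590 and 665 nm emission) reports ADP made from 10 uM ATP by 25 nM enzyme; compounds were preincubated 10 min, reaction run 30 min, both at 37°C.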
# CCT modulator: modulators of cytosolic chaperonin (CCT/TRiC) activity; purified chaperonin ATPase assay, HTRF ADP detection, 30 min; activity change, % (concentration not given with the values), hits read low; 0.3% of 360,000 active; AID 651819; in the data active = activity change below about -30%; also: % is scaled to controls: 0 for no effect and ±100 for the full control effect
#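 Nucleotide hydrolysis assay: TRiC at 20–40 nM final (set by batch activity) with 10 uM ATP, 30 min at 37 °C, in presence of 76 uM compound. Detection by competitive ADP HTRF, 30 min ambient.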
# Abeta yeast res: compounds reversing amyloid beta toxicity in yeast; yeast expressing A-beta42, growth rescue, OD600, 48 h; response scale: 0% DMSO, 100% iron-clioquinol control; 0.063% of 410,000 active; Potency, µM (doses to about 46.1 µM), inactives show at the top dose growth rescue, most hits filed as activators; AID 1347071; also: potency is read from the fitted curve at half-maximal effect; nearly all actives have a fitted effect of over 55% in size
#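 Growth rescue measured by 600 nm absorbance after 48 h yeast culture at 30 C with compound. Values normalized between DMSO and an equimolar ferric chloride plus clioquinol control.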
# Active calls of the source: *; i = inactive; ? = inconclusive; nt = not tested or not shown; [ ] = dose if it differs, or a comment. Unless noted, calls follow the shape of the dose curve; as a rule, active = well fitted curve in the direction sought with a large enough effect; inconclusive = small, poorly fitted or top-dose-only effect, or another doubt; inactive = no such curve, though single readings can be large; an effect the other way counts as inactive or inconclusive.
compound	TGFb SMAD3 inh	Akt phos inh	A549 viability	HepG2 tox	Nrf2 inh	Nrf2 activator	Mm-Cpn inhibitor	CCT modulator	Abeta yeast res
O=C(Nc1ccc2cn[nH]c2c1)c1ccc(Cl)c(S(=O)(=O)N2CCOCC2)c1	-3%	i	0%	11%	14%	6.9%	-14%	0.4	-20%
CCN(CC)C(=O)C1=C(C)N(CCC2=CCCCC2)C(=O)C(CC(=O)NC(c2ccccc2)c2ccccc2)C1 (stereo not given)	?	i	nt	-18%	nt	0.5%	nt	0.3	3%
Cc1cccc(C2=NN(c3ccc(Br)cc3)[C@@H](C(=O)N3CCOC3=O)[C@@H]2c2ccc([N+](=O)[O-])cc2)c1	-29%	i	-12%	0%	-2%	3.5%	-1%	1.1	22%
CC(C)(C)C1CCc2c(sc(NC(=O)c3ccncc3)c2C(=O)Nc2ccccc2Cl)C1 (stereo not given)	-5%	nt	2%	-20%	12%	0.2%	nt	nt	-1%
COc1ccc(OCC(=O)NC(=O)c2ccccc2OC)c([N+](=O)[O-])c1	?	i	-2%	0%	4%	3.9%	0%	2.8	6%
O=C1CC(/C=C/c2ccncc2)=Nc2ccccc2N1	-21%	i	0%	-19%	-24%	14%	1%	1.6	11%
O=C(NCCN1CCOCC1)c1ccc(NS(=O)(=O)c2cccc([N+](=O)[O-])c2)cc1	0%	i	10%	5%	9%	0.1%	1%	-1.3	-1%
O=C(Cn1c(=O)c2cccn2c2ccccc21)NCc1ccccc1F	0%	nt	1%	10%	?	0.6%	nt	nt	-8%
O=C(c1cc(-c2ccc(Cl)c(Cl)c2)on1)N1CCN(c2ccccc2)CC1	12%	i	12%	-21%	25%	0.0%	-11%	-0.5	-1%
O=C(O)CCN1C(=O)/C(=C\c2cccc(OCc3ccccc3)c2)SC1=S	5%	i	3%	1%	3%	-0.8%	0%	-1.2	-3%
CCc1ccc2c(COC(=O)c3n[nH]c4ccccc34)cc(=O)oc2c1	-1%	i	-2%	-31%	?	5.1%	0%	0.2	-7%
Cc1ccccc1OS(=O)(=O)c1cccc([N+](=O)[O-])c1	-4%	i	nt	-4%	nt	6.7%	nt	2.3	12%
Oc1ccc(C[C@@H](CN2CCCC2CN2C(=S)NC[C@@H]2Cc2ccccc2)N2C[C@H](Cc3ccccc3)N(CC3CCCCC3)C2=S)cc1 (stereo not given in full)	nt	i	nt	nt	nt	-1.2%	nt	1.0	15%
COc1ccccc1-c1ccc2c(c1)O[C@@H](CN(C)C(=O)c1ccncc1)[C@H](C)CN([C@@H](C)CO)S2(=O)=O	10%	i	nt	-14%	nt	-0.2%	nt	-0.1	-9%
CCc1ccc(NC(=O)CN2C(=O)COc3ccc(S(=O)(=O)N4CCCC4)cc32)cc1	4%	i	-8%	0%	9%	0.4%	1%	0.2	-5%
Cc1cc(=O)n2c(n1)SCOC2	-17%	i	-12%	-4%	-1%	0.4%	2%	-1.6	0%
N/C(=N\OC(=O)c1ccc(F)cc1)c1ccccc1	1%	i	-2%	3%	?	?	1%	-2.7	0%
COc1cccc(NC(=O)CNc2cc(S(=O)(=O)N3CCOCC3)ccc2N2CCCC2)c1	-25%	i	-10%	3%	10%	-0.6%	1%	-2.1	23%
O=C(/C=C/c1cccnc1)c1ccccc1O	14%	i	1%	-14%	0%	3.8%	-3%	-0.2	-12%
COc1cccc(NC(C(=O)Nc2cccc(C(C)=O)c2)c2ccccc2)c1 (stereo not given)	6%	i	-4%	-7%	-1%	3.0%	-1%	-2.5	5%
O=C(Nc1ccccc1F)c1ccccc1-c1ccc(C(F)(F)F)cc1	-5%	i	-1%	-11%	0%	-0.5%	1%	-0.2	3%
Cc1ccc(CNC(=O)C2(C)Oc3ccccc3NC2=O)cc1 (stereo not given)	6%	i	3%	-2%	-9%	-0.1%	2%	-0.5	21%
COc1ccc(NC(=S)NCC(c2ccco2)N2CCCC2)cc1 (stereo not given)	6%	i	2%	2%	16%	-0.1%	1%	-1.8	-6%
CCn1nnnc1-c1ccc(OC)c(S(=O)(=O)NCc2ccccc2)c1	7%	i	1%	-10%	2%	-0.4%	-1%	-2.1	-3%
Cc1nc2cc(C(F)(F)F)ccc2n1CCNc1nc(-c2ccc([N+](=O)[O-])c(Cl)c2)cs1	16µM*	i	-2%	-34%	-4%	9.0%	-2%	-0.1	-12%
Fc1ccccc1CCNc1nnnn1-c1ccccc1	4%	i	2%	-20%	-13%	-0.1%	0%	-2.5	4%
COc1cccc(CN(C)C(=O)CCNC(=O)c2ccco2)c1	8%	i	-4%	5%	2%	-0.2%	1%	0.6	0%
COc1ccc(-c2csc(Nc3ccc(S(N)(=O)=O)cc3)n2)cc1	?	nt	-8%	-12%	?	-0.8%	-15%	0.2	-11%
Cc1cc(C)nc(NC(=O)c2ccc([N+](=O)[O-])c(C)c2)n1	7%	i	8%	-37%	6%	0.3%	-2%	-0.2	14%
COCCNC(=S)N1CCC2CC1c1cc(-c3ccc4c(c3)OCO4)ccc12 (stereo not given)	?	i	nt	-10%	nt	0.2%	nt	-1.5	?
Cc1cc(OC(C)C(=O)NC(Cc2c[nH]c3ccc(O)cc23)C(=O)O)c2c(C)c(C)c(=O)oc2c1 (stereo not given)	23%	i	1%	-2%	-1%	-0.6%	-3%	-2.4	-14%
CS(=O)(=O)N1CCc2cc(C(=O)NCc3ccccc3)ccc21	?	nt	4%	5%	9%	0.7%	nt	nt	-17%
CCCC(=O)Nc1nnc(S(=O)(=O)N(C)c2ccccc2)s1	-8%	nt	4%	6%	?	0.2%	nt	nt	-34%[inhibitor]
COC(=O)NNC(=O)c1ccccc1C	-19%	i	-2%	4%	1%	1.3%	1%	1.0	6%
Cc1ccc(CNC(=O)c2cc(C)nn2-c2ccccc2)cc1	-17%	i	2%	-11%	-8%	-0.2%	?	-1.6	10%
C/C(=N/OC(=O)c1ccccc1)c1oc(C)nc1C	-7%	i	4%	2%	21%	4.6%	0%	1.7	-3%
Cc1ccc(O)c(CNc2cccc3cccnc23)c1	?	i	-14%	-2%	-50%	20%	0%	-3.9	-63%[inhibitor]
Cc1ccc2nc(SC(C)C(=O)N3CC(C)OC(C)C3)[nH]c2c1 (stereo not given)	7%	i	6%	-12%	16%	3.8%	0%	-0.7	10%
CCc1ccc(S(=O)(=O)NCCc2cn3cccc(C)c3n2)s1	-1%	i	-14%	1%	-7%	-0.6%	-2%	0.9	10%

# Some of these compounds in order of SMILES length, descending:
compound	TGFb SMAD3 inh	Akt phos inh	A549 viability	HepG2 tox	Nrf2 inh	Nrf2 activator	Mm-Cpn inhibitor	CCT modulator	Abeta yeast res
CCN(CC)C(=O)C1=C(C)N(CCC2=CCCCC2)C(=O)C(CC(=O)NC(c2ccccc2)c2ccccc2)C1 (stereo not given)	?	i	nt	-18%	nt	0.5%	nt	0.3	3%
Cc1cc(OC(C)C(=O)NC(Cc2c[nH]c3ccc(O)cc23)C(=O)O)c2c(C)c(C)c(=O)oc2c1 (stereo not given)	23%	i	1%	-2%	-1%	-0.6%	-3%	-2.4	-14%
CC(C)(C)C1CCc2c(sc(NC(=O)c3ccncc3)c2C(=O)Nc2ccccc2Cl)C1 (stereo not given)	-5%	nt	2%	-20%	12%	0.2%	nt	nt	-1%
COc1ccc(OCC(=O)NC(=O)c2ccccc2OC)c([N+](=O)[O-])c1	?	i	-2%	0%	4%	3.9%	0%	2.8	6%
O=C(O)CCN1C(=O)/C(=C\c2cccc(OCc3ccccc3)c2)SC1=S	5%	i	3%	1%	3%	-0.8%	0%	-1.2	-3%
COc1cccc(NC(C(=O)Nc2cccc(C(C)=O)c2)c2ccccc2)c1 (stereo not given)	6%	i	-4%	-7%	-1%	3.0%	-1%	-2.5	5%
CCn1nnnc1-c1ccc(OC)c(S(=O)(=O)NCc2ccccc2)c1	7%	i	1%	-10%	2%	-0.4%	-1%	-2.1	-3%
O=C(Nc1ccccc1F)c1ccccc1-c1ccc(C(F)(F)F)cc1	-5%	i	-1%	-11%	0%	-0.5%	1%	-0.2	3%
COc1ccc(NC(=S)NCC(c2ccco2)N2CCCC2)cc1 (stereo not given)	6%	i	2%	2%	16%	-0.1%	1%	-1.8	-6%
N/C(=N\OC(=O)c1ccc(F)cc1)c1ccccc1	1%	i	-2%	3%	?	?	1%	-2.7	0%
Cc1ccc(O)c(CNc2cccc3cccnc23)c1	?	i	-14%	-2%	-50%	20%	0%	-3.9	-63%[inhibitor]
COC(=O)NNC(=O)c1ccccc1C	-19%	i	-2%	4%	1%	1.3%	1%	1.0	6%
